West Nile virus CPE – West Nile virus antiviral activity, cell-based, CPE readout (AID 1621). West Nile virus-infected cells, CPE inhibition; higher % means a stronger effect. one-dose CPE inhibition, % at 10 µM; IC50 in µM for titrated hits. 290,000 tested, 0.02% active; in the data active means a potency from the dose series; inconclusive means CPE inhibition mostly from about 3.7% at the one dose, without a potency; inactive means the rest, 99 in 100 with CPE inhibition below about 2.2%; further: strong numbers were not always called active
Dengue-2 NS5 capping – Dengue-2 NS5 methyltransferase inhibitors, primary screen, biochemical, confirmation dose response (AID 588689). Dengue-2 NS5 methyltransferase capping enzyme assay, biochemical; higher % means a stronger effect. inhibition, % at 25 µM, or IC50 in µM where a hit was titrated. 340,000 tested, 0.3% active; in the data active means a potency from the dose series; inconclusive means inhibition above about 29% without an active follow-up result
Dengue-2 NS5 capping pilot replicate – second read-out of Dengue-2 NS5 capping, no call of its own (marks repeat the call); inhibition, %; measured here: pilot screen replicate inhibition
Starred values were filed as active, the others as inactive; ? = inconclusive; . = no result given; & = joins results of further samples.

SMILES	West Nile virus CPE	Dengue-2 NS5 capping	others
C[C@H](CO)N1C[C@H](C)[C@@H](CN(C)Cc2ccc(C(=O)O)cc2)Oc2ncc(Br)cc2C1=O	.	-11.9%
O=C(CCNS(=O)(=O)c1ccccc1)OCc1nnc(-c2ccccc2)o1	.	-2.9%
O=C(Oc1ccc([N+](=O)[O-])cc1)C1CC(=O)N(c2ccc3c(c2)OCCO3)C1 (stereo unspecified)	.	8.5%
CCC1(c2ccccc2)SCC(c2ccccc2)=NC1=O (stereo unspecified)	.	5.8%
CC[C@@]1(C(=O)OC)N[C@H](CN(C)C(=O)NC(C)C)[C@@H]2C(=O)N(Cc3ccccc3)C(=O)[C@@H]21	.	-5.6%	Dengue-2 NS5 capping pilot replicate=-2.4
Cc1ccc([N+](=O)[O-])cc1S(=O)(=O)Nc1cccc(-c2ccc(N3CCCC3)nn2)c1	.	-4.4%
Cc1ccc(C(=O)NCC(=O)OCC(=O)Nc2ccc(Cl)cn2)cc1	.	-0.4%
COC(=O)c1cc(C(=O)OCC(=O)NC(=O)c2ccccc2)cc([N+](=O)[O-])c1	.	1.4%
Cc1ccc(S(=O)(=O)N2CCN(c3ncnc4sccc34)CC2)cc1C	.	-3.0%
Cc1ccc(CONC(=O)c2ccc([N+](=O)[O-])cc2)cc1	.	-13.7%
Cc1ccc(NC(=O)CSCC(=O)Nc2cc(C(F)(F)F)ccc2N2CCOCC2)cc1	.	-0.7%
CCc1noc(C)c1C(=O)OCC(=O)c1ccc(OC)c(OC)c1	.	-1.8%
NC(=O)c1ccsc1NC(=O)COC(=O)COc1ccccc1[N+](=O)[O-]	.	-5.8%
CCN(C(=O)N(CC)c1ccccc1)c1ccccc1	.	-0.7%
CSc1nc2ccc(NC(=O)CS(=O)(=O)c3ccccc3)cc2s1	.	-7.4%
CNC(=O)c1cc(NC(=O)N(CCC#N)CCN(C(=O)NC(Cc2ccccc2)C(=O)NC(CC(C)C)C(=O)NC)c2ccccc2)ccc1OC (stereo unspecified)	.	-15.1%
Cn1c(N)c(C(=O)CSc2nnc(-c3c[nH]c4ccccc34)n2C2CC2)c(=O)[nH]c1=O	.	-1.5%
Cc1cccc(C(=O)NCC(=O)OCC(=O)N2CCN(S(=O)(=O)c3ccc(C)cc3C)CC2)c1	.	-6.1%
O=C(OCc1ccccc1)N1CCC2CC1c1cc(-c3ccc(F)cc3)ccc12 (stereo unspecified)	.	-2.6%	Dengue-2 NS5 capping pilot replicate=-0.3
Cc1ccc(S(=O)(=O)N2CCN(C(=O)COC(=O)c3ccc([N+](=O)[O-])o3)CC2)c(C)c1	.	1.5%
O=C(Cc1ccccc1[N+](=O)[O-])NCC1(c2cccc3c2OCO3)OCCO1	.	10.0%
COC(=O)c1ccc(C(=O)Nc2ccc(F)cc2)cc1	.	2.8%
CC(NC(=O)COC(=O)c1c[nH]c2ccccc12)c1ccccc1 (stereo unspecified)	.	-7.0%
CCCN(CC(=O)Nc1ccccc1C)C(=O)c1ccc(C2SCCS2)cc1	.	0.0%
Cn1c(C=O)c(-c2ccc3c(c2)OCCO3)c2ccccc21	.	0.8%
C[C@H]1CN([C@@H](C)CO)C(=O)c2cccc(NC(=O)C3CC3)c2O[C@H]1CN(C)C(=O)Nc1ccc2c(c1)OCO2	.	-3.2%
COc1ccc(Cl)cc1NC(=O)CN(C)C(C)C(=O)NC(=O)NC1CCCCC1 (stereo unspecified)	.	-4.3%
COCCN(C(=O)CN1CCc2ccccc21)c1c(N)n(Cc2ccccc2)c(=O)[nH]c1=O	.	-62.7%
CC(C)c1ccc(C=NNc2ccc([N+](=O)[O-])cn2)cc1	.	-4.8%
O=C(CCN1CCOCC1)c1ccc(N2CCCCC2)cc1	.	0.8%
COc1cc(/C=C/C(=O)OCC(=O)NCC(=O)Nc2cccc(C)c2C)ccc1OC(F)F	.	-4.4%
COCCOc1ccc(C(F)(F)F)cc1NC(=O)Cc1ccc(S(=O)(=O)N2CCOCC2)s1	.	2.2%
CC(Sc1ncccn1)C(=O)Nc1ccc2c(c1)OCCO2 (stereo unspecified)	.	-4.3%
O=[N+]([O-])c1ccc(O)c(C=NNc2ccc(S(=O)(=O)O)cc2)c1	.	10.1%
COc1ccccc1-c1nnc(SCC(=O)Nc2oc(C)c3c(C)n[nH]c(=O)c23)n1C	.	9.6%
CCC1CCc2sc(C(=O)NCC(c3ccc(OC)cc3)N3CCCC3)cc2C1 (stereo unspecified)	.	-3.0%
CS(=O)(=O)c1ccc2nc(NC(=O)CCNC(=O)c3ccc(Cl)cc3)sc2c1	.	-2.2%
CCN(CC(=O)Nc1ccc(NC(C)=O)cc1)C(=O)/C=C/c1ccc(C)o1	.	-4.4%
Cc1ccc(S(=O)(=O)N(C)C[C@@H]2OCc3cnnn3CCCC(=O)N([C@@H](C)CO)C[C@H]2C)cc1	.	0.6%
COc1cccc(CNC(=O)COC(=O)CN2C(=O)NC3(CCCCC3C)C2=O)c1 (stereo unspecified)	.	3.0%
Cc1ccccc1Cn1c(=O)c2c(nc3n2CCN3Cc2ccco2)n(C)c1=O	.	1.6%
CC(=O)c1c(C)[nH]c(C(=O)COC(=O)c2c(-c3ccccc3)noc2C)c1C	.	13.2%
C=CC1=CCN(S(=O)C(C)(C)C)[C@@H]1CCO (stereo partly specified)	.	-2.0%	Dengue-2 NS5 capping pilot replicate=-2.7
Cc1cc(C)cc(C(=O)OCC(=O)NCc2ccco2)c1	.	-4.0%
COc1ccc2oc(C(=O)N3CCN(S(=O)(=O)c4ccc(F)cc4)CC3)c(C)c2c1	.	0.0%
COc1cc(/C=C/C(=O)OCC(=O)N(CC(C)C)c2c(N)n(Cc3ccccc3)c(=O)[nH]c2=O)ccc1O	.	-4.0%
O=[N+]([O-])c1cnc(Sc2ccncn2)c([N+](=O)[O-])c1	.	21.1%
COc1cc(C(=O)N(C)C2CCCCC2)cc(OC)c1OC	.	-2.3%
Cc1ccc(S(=O)(=O)N2CCOCC2)cc1NC(=O)CN1C(=O)NC(C)(c2ccc(Cl)cc2Cl)C1=O (stereo unspecified)	.	1.8%
Cc1noc(C)c1C(=O)OCC(=O)NCc1ccccc1	.	-2.2%
C[C@@H]1CN([C@H](C)CO)C(=O)c2cc(NC(=O)Nc3ccc(C(F)(F)F)cc3)ccc2O[C@H]1CN(C)C(=O)Nc1ccc(F)cc1	.	-4.9%
O=[N+]([O-])c1cc([N+](=O)[O-])c2cc(-c3cccnc3)[nH]c2c1	.	13.0%
CN(CCc1ccccc1)C(=O)c1cccc(NC(=O)Cc2cccc(NC(=O)C3CCCN(C(=O)C4CCCC4)C3)c2)c1 (stereo unspecified)	.	-1.3%	Dengue-2 NS5 capping pilot replicate=4.0
COc1ccc(OC)c(/C=C/C(=O)N2CCN(S(=O)(=O)c3ccc(C)cc3C)CC2)c1	.	-1.5%
O=C(NCC(c1ccco1)N1CCc2ccccc2C1)c1cccc([N+](=O)[O-])c1 (stereo unspecified)	.	-8.7%
COc1ccc(S(=O)(=O)NCc2ccncc2)cc1NC(=O)c1ccccc1	.	-9.5%
O=C1OCCN1C(=O)[C@H]1[C@H](c2ccc(F)cc2)C(c2cccc(Cl)c2)=NN1c1ccccc1	.	-2.3%	Dengue-2 NS5 capping pilot replicate=-0.6
COc1ccc(C(C)(C)C)cc1NC(=O)C1=CC=CN2CCS(=O)(=O)N=C12	.	4.8%
COc1ccccc1NS(=O)(=O)c1ccc(C)c(C(=O)Nc2ccc(S(=O)(=O)Nc3onc(C)c3C)cc2)c1	.	-2.2%
O=C1[C@H](Cc2ccccc2)NCCCC[C@H](c2ccco2)N1Cc1ccccc1	.	3.2%

Entries shown so far with a tert-butyl group, in the order listed:
SMILES	West Nile virus CPE	Dengue-2 NS5 capping	others
C=CC1=CCN(S(=O)C(C)(C)C)[C@@H]1CCO (stereo partly specified)	.	-2.0%	Dengue-2 NS5 capping pilot replicate=-2.7
COc1ccc(C(C)(C)C)cc1NC(=O)C1=CC=CN2CCS(=O)(=O)N=C12	.	4.8%

(more compounds)
SMILES	West Nile virus CPE	Dengue-2 NS5 capping	others
Cc1ccccc1CSc1nc2ccccc2c(=O)n1C	.	-3.0%
COc1cc(C#N)ccc1OCC(=O)Nc1cccc(S(=O)(=O)N(C)c2ccccc2)c1	.	-4.6%
Cc1ccc(S(=O)(=O)N(C)c2ccc(OC(C)C(=O)N(C)c3ccccc3)cc2)cc1 (stereo unspecified)	.	-9.4%
Cc1ccc2cc(CN(CC3CCCO3)S(=O)(=O)c3ccc4c(c3)OCCO4)c(=O)[nH]c2c1C (stereo unspecified)	-0.1%	-2.0%
OCCCn1c(CCNc2nc(-c3ccc(Cl)cc3)cs2)nc2cc(C(F)(F)F)ccc21	-0.2%	-2.4%
COc1ccc([C@H]2/C=C\CN(C(=O)c3ccc(C)cc3)[C@@H](C)C(=O)N2Cc2ccc(F)cc2)cc1	-0.1%	-8.9%
CCOC(=O)Cn1nc(/C=C/c2ccc(OC)cc2)ccc1=O	-0.2%	-2.7%
CC1CCc2c(sc3nc(C4CC4)nc(N4CCN(C(=O)c5ccco5)CC4)c23)C1 (stereo unspecified)	?	-4.0%
O=C(NC1CC1)C1=C[C@H](c2ccc(C(F)(F)F)cc2)C[C@H](OCCCCO)O1	-0.4%	2.5%
COc1ccc(CN2CC[C@H]3C=CC[C@@H](C(=O)NCCc4ccccc4)[C@H]3C2=O)cc1OC	-0.2%	-0.7%
COc1ccc(-c2oc3ccc(-c4ccc(OC)nc4)cc3c2-c2ccc(OC)cc2)cc1	1.4%	3.2%
Cc1ccc(C)c(Oc2coc3cc(OC(=O)c4cccs4)ccc3c2=O)c1	0.2%	-2.4%
Fc1cccc(CCN2CCNC[C@@H]2Cc2ccccc2)c1	-0.5%	-6.4%
CC(C)(C)c1ccc(NC(=O)c2ccc3c(c2)S(=O)(=O)c2ccccc2C3=O)cc1	1.8%	2.4%
Cc1nnc2c3ccccc3c(-c3ccccc3)nn12	1.3%	1.4%

Ordered by molar mass (rising): some entries from above
SMILES	West Nile virus CPE	Dengue-2 NS5 capping	others
CCOC(=O)Cn1nc(/C=C/c2ccc(OC)cc2)ccc1=O	-0.2%	-2.7%
CC(C)(C)c1ccc(NC(=O)c2ccc3c(c2)S(=O)(=O)c2ccccc2C3=O)cc1	1.8%	2.4%
COc1ccc(-c2oc3ccc(-c4ccc(OC)nc4)cc3c2-c2ccc(OC)cc2)cc1	1.4%	3.2%

The listing picks up with the two entries that preceded the break.
SMILES	West Nile virus CPE	Dengue-2 NS5 capping	others
CC(C)(C)c1ccc(NC(=O)c2ccc3c(c2)S(=O)(=O)c2ccccc2C3=O)cc1	1.8%	2.4%
Cc1nnc2c3ccccc3c(-c3ccccc3)nn12	1.3%	1.4%
C[C@H]1CCC[C@@]2(O[C@H](CCO)C[C@H](O)[C@H]2O)O1	0.2%	-6.8%
CCCCNC(=O)c1onc(CSc2ccc(F)c(F)c2)c1C(=O)NCCCC	?	-6.4%
Cn1c2c(c(=O)n(C)c1=O)C(c1ccc(C(F)(F)F)cc1)CC(=O)N2 (stereo unspecified)	0.3%	-7.2%
Cc1cccc(N2CCN(C(=O)C3CCCN(S(=O)(=O)c4c(C)noc4C)C3)CC2)c1C (stereo unspecified)	0.0%	-2.8%
CNCCC(Oc1ccccc1OC)c1ccccc1 (stereo unspecified)	-0.2%	-0.7%
CN1CCCC1c1cccnc1 (stereo unspecified)	-0.4%	-2.1%
CCCN[C@H]1CCc2nc(N)sc2C1	0.0%&0.2%	-1.5%
O=C1CC2(CCCC2)Oc2ccccc21	0.3%	-7.5%
COC(=O)C1=C(C(=O)OC)[C@@H]2N(C)c3ccc(OC)cc3[C@@]23C[C@@H](C(=O)OC)N(C(=O)CC(C)C)C3=N1	-0.3%	-0.7%
Cn1c(N2CCOCC2)nc2c1c(=O)n(Cc1ccc(Cl)cc1)c(=O)n2C	-1.2%	2.5%
O=C(NCc1ccccc1)C1=C[C@@H](c2ccc(C(F)(F)F)cc2)C[C@@H](OCCCCO)O1	-0.3%	-14.4%
Cn1c(=O)c2c(nc(N3CCN(Cc4ccccc4)CC3)n2CC(=O)c2ccccc2)n(C)c1=O	-0.5%	-6.4%
Nc1nnc(SCC(=O)N2CCN(c3cccc(Cl)c3)CC2)n1-c1ccccc1	-0.3%	-6.8%	Dengue-2 NS5 capping pilot replicate=2.4
CCN(c1nc(N)c(C(=O)N=C(N)N)nc1Cl)C(C)C	-0.6%	1.5%
O=C(O)C(c1ccccc1)c1ccccc1	0.1%	-2.1%
COc1ccc(Nc2nc(NCCO)nc(N3CCCC3)n2)cc1	-0.5%	-11.0%
COC(=O)C1=C[C@@H](C(=O)OC)[C@@H]2C3=C(C(=O)[C@@]2(C)NC(=O)c2ccccc2)[C@H](C)n2c(=O)n(C)c(=O)n2[C@@H]3C1	1.3%	1.6%
NC(=O)c1ccsc1NC(=O)c1cccs1	-0.1%	-9.6%
Cc1ccc(C)c2[nH]c(=O)c(CCNC(=O)c3ccc(Br)o3)cc12	0.0%	-0.7%
CC1(C)c2[nH]c3ccccc3c2C[C@H]2C(=O)N(Cc3ccccc3F)C(=O)N21	-0.2%	-2.4%
O=C(NCc1ccccc1)C1Nc2ccc(OC(F)(F)F)cc2C2C=CCC12 (stereo unspecified)	-0.4%	3.2%
COc1ccc(Nc2nc(C)cc(-c3cc(-c4ccccc4)on3)n2)cc1	3.3%	-2.7%
COCOc1ccc(C2CC(=O)c3c(OCOC)cc(OCOC)cc3O2)cc1 (stereo unspecified)	-0.5%	-7.0%
CC(=O)N1CCN(c2ccc(Nc3nc(C)nc4c3oc3ccccc34)cc2)CC1	-0.3%	-6.4%
O=C(C1CCC(Cn2c(=S)[nH]c3ccccc3c2=O)CC1)N1CCN(c2ccccc2)CC1 (stereo unspecified)	-0.3%	-5.7%
NCCCC[C@H]1CN=C(N)N1CCCCC1CCCCC1	-0.5%	5.6%

These rows are one share of the data, so the mix of outcomes need not match the whole.
